RSV CPE inhibition = RSV antiviral activity via CPE protection, HEp-2 cells, primary 10 µM value included (AID 2391) | HEp-2 cells, RSV-induced CPE inhibition; higher % means a stronger effect | CPE inhibition, % at 10 µM; hits with a dose series show IC50 in µM | 310,000 compounds, 0.13% hits; in the data active means a potency from the dose series; inconclusive means CPE inhibition mostly from about 23% at the one dose, without a potency; inactive means the rest, 99 in 100 with CPE inhibition below about 21%; further: strong numbers were not always called active
NS5 inhibitors = Dengue-2 NS5 methyltransferase inhibitors, primary screen, biochemical, confirmation dose response (AID 588689) | Genome polyprotein (Dengue virus type 2 (strain 16681-PDK53)) | Dengue-2 NS5 methyltransferase capping enzyme assay, biochemical; higher % means a stronger effect | inhibition, % at 25 µM; hits with a dose series show IC50 in µM | 340,000 compounds, 0.3% hits; in the data active means a potency from the dose series; inconclusive means inhibition above about 29% without an active follow-up result
Large T inhibition = SV40 large T antigen inhibitors, biochemical (AID 1903) | SV40 large T antigen ATPase/helicase inhibition assay; higher % means a stronger effect | one-dose inhibition, % at 20 µM; IC50 in µM for titrated hits | 310,000 compounds, 0.39% hits; in the data active means a potency from the dose series; inconclusive means inhibition mostly from about 32% at the one dose, without a potency; inactive means the rest, 99 in 100 with inhibition below about 32%; further: strong numbers were not always called active
SIAH1 antagonists = Siah-1 peptide-binding antagonists, primary screen, biochemical, fluorescence polarization, rhodamine-plectin, uHTS (AID 1817); E3 ubiquitin-protein ligase SIAH1 (Homo sapiens); Siah-1 / rhodamine-plectin peptide fluorescence polarization; higher % means a stronger effect; displacement, % at 20 µM; hits with a dose series show IC50 in µM; 290,000 compounds, 0.02% hits;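 active means displacement of at least 50% at 20 µM, with a fluorescence ratio check between 0.3 and a set limit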;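 further: plate controls were Siah plus tracer with DMSO for no effect and tracer alone without Siah for full effect; strong numbers were not always called active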
AID2073 = inhibitors of Mint1-CaV2.2 protein interaction, biochemical, HTRF (AID 2073); one-dose inhibition, % at 20 µM; IC50 in µM for titrated hits; 290,000 compounds, 0.19% hits; HTRF protein-protein interaction, Mint1-CaV2.2; higher % means a stronger effect; in the data active means inhibition mostly above about 51%, no sharp cut-off; inconclusive means no clear call, values can overlap the other calls; inactive means mostly below about 53%; further: some results filed as inactive read as strong as hits
HIV peptide binding = inhibitors of HIV fusion peptide binding, primary screen, biochemical, uHTS, fluorescence dequenching (AID 1986). cell-free peptide binding, fluorescence dequenching, 30 min; higher % means a stronger effect. inhibition, % at 20 µM; hits with a dose series show IC50 in µM. 290,000 compounds, 0.3% hits; in the data active means inhibition mostly above about 52%, no sharp cut-off; inactive means mostly below about 76%; further: some results filed as inactive read as strong as hits
Rac1 GTP hydrolysis = MgcRacGAP GTPase-activating activity inhibitors, confirmation, biochemical, ADP Hunter fluorescence; MgcRacGAP-stimulated Rac1 GTP hydrolysis, ADP Hunter fluorescence; higher % means a stronger effect; GST-tagged Rac1 F28L mutant substrate; 340,000 compounds, 0.6% hits; one-dose inhibition, % at 30 µM; IC50 in µM for titrated hits; AID 624330, 2012; Rac GTPase-activating protein 1 (Homo sapiens);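 active means first-screen hits whose inhibition reached a set limit at any dose in the follow-up dose series; inconclusive means inhibition above the set first-screen limit but never retested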;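 further: fluorescence reports GDP produced by GAP-driven GTP hydrolysis; strong numbers were not always called active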
XIAP displacement = XIAP antagonists, biochemical, IAP family, fluorescence polarization (AID 1018) | E3 ubiquitin-protein ligase XIAP (Homo sapiens) | XIAP BIR domain, fluorescence polarization peptide displacement; higher % means a stronger effect | 200,000 compounds, 0.007% hits | displacement, % at 20 µM; hits with a dose series show IC50 in µM; in the data active means displacement above about 50%; further: a part of the inactive calls stands beside numbers as strong as those of hits
LYP inhibition = inhibitors of LYP phosphatase, biochemical, fluorescence intensity, uHTS (AID 1779) | Tyrosine-protein phosphatase non-receptor type 22 (Homo sapiens) | recombinant LYP phosphatase, fluorescence intensity; higher % means a stronger effect | inhibition, % at 11.5 µM; hits with a dose series show IC50 in µM | 290,000 compounds, 0.054% hits; in the data active means inhibition above about 50%;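 further: plate controls were vehicle with enzyme for no effect and no enzyme for full effect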
NS5 inhibitors pilot replicate = further read-out of NS5 inhibitors, marked with its call; inhibition, %; measured here: pilot screen replicate inhibition
* hit, by the source's call; u = inconclusive; x = no result given.

Start of the listing, in advance (10 entries):
SMILES | RSV CPE inhibition | NS5 inhibitors | Large T inhibition | SIAH1 antagonists | AID2073 | HIV peptide binding | Rac1 GTP hydrolysis | XIAP displacement | LYP inhibition | others
CC1(C)CC(=O)C=C(NCCc2c[nH]c3ccccc23)C1 | 3.2% | x | 8% | 6% | 25% | -1.0% | x | x | -4%
Cc1cc(NC(=O)c2noc3c2CCc2ccccc2-3)no1 | 0.1% | 3% | 1% | 2% | 10% | -0.7% | 0% | -5.3% | 3%
O=C(O)c1ccc2c(=O)n3c(nc2c1)/C(=C/c1ccccc1Br)CC3 | 0.9% | -5% | 12% | 2% | 16% | 2.1% | 5% | x | -3%
O=C(NCCCc1ccncc1)C1CCC(=O)N(Cc2ccc(Cl)cc2)C1 (configuration not stated) | 1.1% | -8% | 8% | -1% | -2% | 1.2% | 7% | x | 0%
O=C(CSc1ncn[nH]1)NCCC(c1ccccc1)c1ccccc1 | 1.5% | -2% | 3% | 3% | 11% | 4.4% | 12% | -2.7% | -1%
COc1ccccc1NC(=O)c1cccc(S(=O)(=O)N2CCOCC2)c1 | 1.7% | -7% | 3% | -5% | 50% | 3.0% | -5% | 2.4% | -2%
CC(NC(=O)c1ccc(F)cc1)c1ccccc1 (configuration not stated) | 1.6% | 2% | 1% | -2% | -2% | -3.1% | 9% | -0.7% | -5%
CCC1(COC(NC(=O)c2cccnc2)(C(F)(F)F)C(F)(F)F)COC1 | 1.1% | -2% | 14% | -1% | -3% | 0.2% | 5% | -0.3% | -8%
C/C(=N\NS(=O)(=O)c1ccc(C)c([N+](=O)[O-])c1)c1ccc2c(c1)OCO2 | 4.1% | -6% | 23% | 1% | 25% | -2.5% | 0% | -1.1% | -7%
COc1ccc(C2C(C(N)=O)=C(C)Nc3nc(-c4cccc(Cl)c4)nn32)cc1OC (configuration not stated) | 0.4% | -7% | 3% | 4% | -1% | -0.8% | -3% | -14% | 2%

The whole of this part, from the start:
SMILES | RSV CPE inhibition | NS5 inhibitors | Large T inhibition | SIAH1 antagonists | AID2073 | HIV peptide binding | Rac1 GTP hydrolysis | XIAP displacement | LYP inhibition | others
CC1(C)CC(=O)C=C(NCCc2c[nH]c3ccccc23)C1 | 3.2% | x | 8% | 6% | 25% | -1.0% | x | x | -4%
Cc1cc(NC(=O)c2noc3c2CCc2ccccc2-3)no1 | 0.1% | 3% | 1% | 2% | 10% | -0.7% | 0% | -5.3% | 3%
O=C(O)c1ccc2c(=O)n3c(nc2c1)/C(=C/c1ccccc1Br)CC3 | 0.9% | -5% | 12% | 2% | 16% | 2.1% | 5% | x | -3%
O=C(NCCCc1ccncc1)C1CCC(=O)N(Cc2ccc(Cl)cc2)C1 (configuration not stated) | 1.1% | -8% | 8% | -1% | -2% | 1.2% | 7% | x | 0%
O=C(CSc1ncn[nH]1)NCCC(c1ccccc1)c1ccccc1 | 1.5% | -2% | 3% | 3% | 11% | 4.4% | 12% | -2.7% | -1%
COc1ccccc1NC(=O)c1cccc(S(=O)(=O)N2CCOCC2)c1 | 1.7% | -7% | 3% | -5% | 50% | 3.0% | -5% | 2.4% | -2%
CC(NC(=O)c1ccc(F)cc1)c1ccccc1 (configuration not stated) | 1.6% | 2% | 1% | -2% | -2% | -3.1% | 9% | -0.7% | -5%
CCC1(COC(NC(=O)c2cccnc2)(C(F)(F)F)C(F)(F)F)COC1 | 1.1% | -2% | 14% | -1% | -3% | 0.2% | 5% | -0.3% | -8%
C/C(=N\NS(=O)(=O)c1ccc(C)c([N+](=O)[O-])c1)c1ccc2c(c1)OCO2 | 4.1% | -6% | 23% | 1% | 25% | -2.5% | 0% | -1.1% | -7%
COc1ccc(C2C(C(N)=O)=C(C)Nc3nc(-c4cccc(Cl)c4)nn32)cc1OC (configuration not stated) | 0.4% | -7% | 3% | 4% | -1% | -0.8% | -3% | -14% | 2%
COc1ccc(Cl)cc1Nc1nc(C)nc2c1nnn2Cc1ccccc1 | 3.9% | -4% | 11% | -1% | 18% | -1.0% | 13% | x | -9%
CC(=O)NCC(=O)N(c1ccccc1)C1(C(=O)NC2CCCCC2)CCCCC1 | -0.7% | -5% | 1% | 2% | 0% | 1.5% | 4% | -2.4% | -3%
COc1cc(CNCCCN2CCOCC2)cc(Br)c1OCc1ccc(Cl)cc1 | 1.1% | -6% | 3% | -5% | -14% | -1.5% | 11% | -4.8% | -18%
CCCCNc1nc(Nc2ccc(C)c(Cl)c2)c2cnn(C)c2n1 | 49% | -3% | 5% | -2% | 45% | -0.1% | 9% | x | 5%
O=C(NCC(=O)N1CCOCC1)c1ccc(Br)cc1 | 0.5% | -1% | 24% | -1% | 8% | -1.0% | 3% | x | -10%
O=C(CSc1ccc(Cl)cc1)Nn1cnnc1 | 1.4% | 0% | 1% | 0% | -3% | 18% | 0% | 0.4% | -6%
CC(=O)Nc1ccc(S(=O)(=O)N2CCC(n3cnc4cc(F)ccc43)CC2)cc1 | 0.8% | -1% | -2% | 4% | 4% | 37% | 3% | -0.8% | -2%
CCCCN(C)C(=O)Cn1cnc2sc(C)cc2c1=O | 3.5% | -3% | -2% | 2% | 3% | -0.1% | 8% | -3.6% | -8%
O=C(CSc1ccsc1[N+](=O)[O-])N1CCN(c2ccccn2)CC1 | 0.4% | 5% | 7% | 1% | -2% | 0.2% | 4% | -3.2% | -4%
CCN(C(=O)Cn1c([N+](=O)[O-])cnc1C)c1ccccc1 | 0.6% | -7% | 6% | 0% | 8% | 0.7% | 5% | x | -6%
Cc1ccccc1-c1nnc(-c2ccc(Cl)cc2)o1 | 4.1% | -1% | 14% | -1% | -1% | -1.5% | 9% | -9.8% | -10%
COc1ccc(C(=O)N(C)CCCC2CCCC2)cc1OC1CCN(C(C)=O)CC1 | 1.7% | -7% | 13% | -2% | 9% | -0.1% | 6% | x | -12%
N#CCCN1CCN(C(=S)c2ccc(-c3ccc(Cl)c(Cl)c3)o2)CC1 | 22% | -2% | 0% | 16% | 2% | -1.7% | 10% | -5.3% | 7%
COc1cccc(-n2c(Cc3cc(=O)[nH]c(=O)[nH]3)nnc2SCC(=O)Nc2ccccc2)c1 | 1.0% | -1% | 2% | 3% | -7% | 0.6% | 9% | 2.1% | -8%
Cc1csc(C(=O)NCC(=O)NNC(=O)c2cccc(Cl)c2)c1 | 1.4% | -4% | 1% | -2% | 9% | 0.4% | 8% | x | -6%
CCN1CCN(CCOc2ccccc2-c2ccccc2)CC1 | -3.2% | -15% | 8% | 6% | -8% | -0.4% | 7% | -6.1% | -10%
COC(=O)c1ccc(OCCOc2ccccc2)cc1 | 2.6% | -6% | 2% | 5% | -4% | 1.8% | 12% | 0.9% | -6%
C=CCCC(=O)NC1CCCc2c1cnn2-c1ccccc1F (configuration not stated) | 12% | 4% | 8% | 2% | 8% | 0.7% | 10% | x | 1%
CCCCn1c(SCC(=O)NCc2ccccc2)nc2ccc(N3CCOCC3)cc2c1=O | 1.0% | 9% | -1% | 4% | -1% | 3.5% | 13% | -1.3% | 0%
COC(=O)c1ccc(NC(=O)c2ccccc2-c2ccccc2C(=O)O)cc1 | 0.8% | -16% | 5% | -7% | -4% | 0.7% | 7% | -5.8% | -5%
CC12CCC(=O)N1C(C(=O)Nc1nc(-c3ccccc3Cl)cs1)CS2 (configuration not stated) | 3.2% | 0% | 15% | x | x | x | 3% | x | x
CN1C(=O)Cn2c1nc1ccccc12 | 0.3% | -2% | 13% | -4% | -1% | 7.1% | 2% | 1.0% | 5%
CC(=O)Nc1ccc(S(=O)(=O)NCC(=O)NNC(=O)c2csc(N3CCOCC3)n2)cc1 | -0.2% | -4% | 13% | x | x | x | 10% | x | x
CCOC(=O)N1CCc2c(sc3[nH]c(=S)[nH]c(=S)c23)C1 | u | x | 36% | -1% | -3% | 0.2% | x | x | -8%
CN(C)CCN(Cc1ccccc1)c1nccc(N(C)C)c1C#N | -1.7% | -2% | 16% | -3% | 4% | -0.7% | 16% | -0.8% | -5%
Cc1ccc(S(=O)(=O)N(C(=O)c2ccncc2)c2ccc(OC(=O)c3ccncc3)c3ccccc23)cc1 | 16% | 25% | 38% | 5% | -2% | 1.5% | 11% | -3.5% | 1%
COCCNC(=O)C(c1ccc(Cl)cc1)N(C(=O)Cn1nnc2ccccc21)c1cccnc1 (configuration not stated) | -0.5% | 7% | 3% | 2% | -4% | 0.9% | -7% | 6.9% | -4%
CN(CCOc1ccccc1)C(=O)C1CCC(=O)N(CCCN2CCOCC2)C1 (configuration not stated) | -1.5% | -5% | -6% | 1% | 0% | -0.1% | 12% | x | -14%
O=[N+]([O-])c1ccccc1OCC(O)CNC1CCCC1 (configuration not stated) | -1.6% | 4% | 18% | 2% | -8% | -1.0% | 11% | x | -6%
CC(C)(C)c1cc(Cl)c(O)c(NC(=S)NC(=O)c2cccnc2)c1 | -1.2% | -7% | 8% | 4% | 3% | 11% | 6% | -8.5% | -2%
CC(=O)c1cnc2cc(-c3ccc(Cl)cc3)nn2c1C | u | -3% | 10% | 0% | 14% | 3.5% | 7% | 0.1% | -7%
CN1CCN(C(=O)c2cnn(-c3ccccc3)c2NC(=O)c2ccccc2Br)CC1 | 0.1% | -3% | 4% | -1% | -10% | -0.4% | 7% | x | 0%
Cc1ccc(C)c(C(=O)CC2(O)C(=O)Nc3ccccc32)c1 (configuration not stated) | 0.1% | -7% | 2% | -1% | 9% | 1.8% | 5% | -2.8% | -6%
CCS(=O)(=O)N1Cc2ccccc2CC1C(=O)N1CCN(c2ccccc2)CC1 (configuration not stated) | -1.1% | 3% | 3% | 10% | 25% | 4.7% | 8% | -3.0% | -7% | NS5 inhibitors pilot replicate=-3.9
CC(C)(C)NC(=O)COC(=O)c1ccccc1NC(=O)c1ccco1 | 1.1% | -8% | 3% | 2% | 24% | -1.0% | 5% | -5.6% | 1%
Cc1cc2ncn(-c3ncccc3[N+](=O)[O-])c2cc1C | 10% | 18% | 28% | -5% | 32% | -2.8% | 4% | x | -9%
CCCCC[n+]1ccn(-c2nc3ccccc3nc2[N-]S(=O)(=O)c2ccccc2)c1 | -1.1% | -2% | 13% | 4% | -22% | 0.1% | 3% | x | -1%
O=C(Cn1c(-c2ccccc2)noc1=O)NCc1ccccc1 | -0.2% | -6% | -6% | -4% | 0% | 0.3% | 4% | -6.3% | -12%
O=C(/C=C/c1ccccc1)N1CCC(c2ccccc2)C1 (configuration not stated) | 4.7% | -8% | 2% | 6% | -1% | -1.1% | 10% | -5.3% | -4%
